High-throughput results as filed in PubChem BioAssay.
IL-2 act – qHTS of IL-2 Activators. AID 652025, 2013. IL-2 activation reporter assay, cell-based qHTS; stimulated with anti-CD3/CD4/CD28 beads; in transgenic mouse T cells. hit rate 0.065% among 360,000. activation, % (series mostly up to about 46 µM); in the data active means activation above about 50%; inconclusive means mostly about 30% to 49%; further: 0% is about no effect
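Unstimulated transgenic mouse T cells preincubated 60 min with compound, then stimulated with anti-CD3/anti-CD4-coated beads plus anti-CD28 for 18 h at 37 degrees C. IL-2 response read as EGFP and DsRed fluorescence by plate cytometry.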
EPAC1 agonist – qHTS for Agonist of cAMP-regulated guanine nucleotide exchange factor 3 (EPAC1): primary screen | EPAC1 agonist qHTS, biochemical assay; response scale: 100% = response to 6.5 mM cAMP | Potency, µM (highest dose often 154 µM), for inactives: at the highest dose activation, most hits filed as activators | hit rate 0.073% among 360,000 | AID 720707, 2013; further: potency means the concentration at half of the fitted maximal effect; nearly all actives have a fitted effect of over 60% in size
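Nucleotide exchange by EPAC1 (100 nM) on Rap1B–BODIPY-GDP (250 nM) in the presence of 50 uM GDP is tracked fluorescently at 480/540 nm over 30 min. Signals are normalized to a 6.5 mM cAMP control.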
PLK1 PBD block – qHTS for Inhibitors of PLK1-PDB (polo-like kinase 1 - polo-box domain): Primary Screen | Plk1 PBD binding of FITC phosphopeptide, fluorescence polarization | Potency, µM, without a hit: max response, negative = inhibition, usual class: inhibitors | hit rate 2.8% among 360,000 | Serine/threonine-protein kinase PLK1 (Homo sapiens), P53350 | AID 720504, 2013; further: potency means the concentration at half of the fitted maximal effect; series mostly up to about 57 µM; on the % scale 0 is the no-effect control and ±100 the full control effect; nearly all actives have a fitted effect of over 65% in size
CCT chaperon mod – High-Throughput Screening for Modulators of Cytosolic Chaperonin Activity. hit rate 0.3% among 360,000. activity change, % (no concentration beside the values), hits read low. purified chaperonin ATPase assay, HTRF ADP detection, 30 min; in the data active means activity change below about -30%; further: on the % scale 0 is the no-effect control and ±100 the full control effect
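Enzyme 40 or 20 nM (batch-dependent) in Tris pH 7.4/KCl/MgCl2/DTT; cpd 76 uM single point; ATP 10 uM; 30 min 37 °C; Transcreener ADP HTRF detection, 30 min RT; ratio 665/615.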
WRN helicase inh – qHTS for Inhibitors of WRN Helicase; Potency, µM (doses to about 114 µM), for the others: top-dose activity change, negative = inhibition, most hits filed as inhibitors; hit rate 0.46% among 360,000; Bifunctional 3'-5' exonuclease/ATP-dependent helicase WRN (Homo sapiens), Q14191; WRN helicase unwinding, fluorescent forked duplex, kinetic; further: potency means the concentration at half of the fitted maximal effect; on the % scale 0 is the no-effect control and ±100 the full control effect; nearly all actives have a fitted effect of over 55% in size
Target sequence (Q14191 whole entry, looked up): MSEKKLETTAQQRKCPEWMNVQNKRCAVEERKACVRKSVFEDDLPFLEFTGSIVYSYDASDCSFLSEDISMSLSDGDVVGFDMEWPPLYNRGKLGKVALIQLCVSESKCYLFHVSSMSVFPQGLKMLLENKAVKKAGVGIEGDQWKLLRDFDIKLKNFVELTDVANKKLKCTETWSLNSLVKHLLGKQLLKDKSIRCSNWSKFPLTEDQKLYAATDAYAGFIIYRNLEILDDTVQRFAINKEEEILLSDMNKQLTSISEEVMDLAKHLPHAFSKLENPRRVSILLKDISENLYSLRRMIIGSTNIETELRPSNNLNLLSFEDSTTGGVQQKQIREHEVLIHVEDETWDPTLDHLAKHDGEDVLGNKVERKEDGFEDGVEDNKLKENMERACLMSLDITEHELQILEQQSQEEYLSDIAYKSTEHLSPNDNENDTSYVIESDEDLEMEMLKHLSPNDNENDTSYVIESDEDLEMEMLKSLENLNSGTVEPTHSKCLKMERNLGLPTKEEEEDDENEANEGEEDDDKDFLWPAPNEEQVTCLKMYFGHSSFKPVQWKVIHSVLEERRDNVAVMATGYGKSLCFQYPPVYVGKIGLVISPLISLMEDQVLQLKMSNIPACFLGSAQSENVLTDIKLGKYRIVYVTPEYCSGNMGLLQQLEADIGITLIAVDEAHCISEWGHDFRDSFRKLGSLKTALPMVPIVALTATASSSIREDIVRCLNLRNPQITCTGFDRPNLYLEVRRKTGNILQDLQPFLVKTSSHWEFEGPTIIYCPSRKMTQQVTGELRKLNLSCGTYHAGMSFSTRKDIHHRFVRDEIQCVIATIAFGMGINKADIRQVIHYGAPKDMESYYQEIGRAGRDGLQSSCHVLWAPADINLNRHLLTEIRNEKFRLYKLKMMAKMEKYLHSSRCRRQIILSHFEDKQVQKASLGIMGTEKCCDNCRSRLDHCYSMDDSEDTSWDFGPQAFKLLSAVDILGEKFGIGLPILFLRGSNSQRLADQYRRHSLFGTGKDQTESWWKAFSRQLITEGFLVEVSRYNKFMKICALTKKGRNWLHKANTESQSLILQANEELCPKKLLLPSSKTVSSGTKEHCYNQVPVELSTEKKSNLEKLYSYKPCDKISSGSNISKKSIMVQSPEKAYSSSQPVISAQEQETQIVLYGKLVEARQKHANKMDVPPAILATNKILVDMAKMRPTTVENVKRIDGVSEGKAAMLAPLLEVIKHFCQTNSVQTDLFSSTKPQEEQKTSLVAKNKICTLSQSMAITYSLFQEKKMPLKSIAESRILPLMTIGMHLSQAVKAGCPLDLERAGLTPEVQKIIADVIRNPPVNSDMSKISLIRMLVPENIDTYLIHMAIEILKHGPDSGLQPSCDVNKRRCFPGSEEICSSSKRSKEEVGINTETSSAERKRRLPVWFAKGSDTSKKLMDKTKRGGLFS
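Enzyme (20 nM final) and test compound sit together 15 min at room temperature before substrate addition. Substrate is a single-forked duplex oligonucleotide (100 nM) labelled with fluorophore and quencher, with 2 mM ATP; helicase unwinding raises red fluorescence, read kinetically.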
EPAC2 agonist – qHTS for Agonist of cAMP-regulated guanine nucleotide exchange factor 4 (EPAC2): primary screen | Potency, µM (titrated, usually from 154 µM), for the others: at the highest dose activation, usual class: activators | EPAC2 activation, biochemical qHTS; response scale: 100% = 6.5 mM cAMP response | Rap guanine nucleotide exchange factor 4 (Homo sapiens), Q8WZA2 | AID 720711, 2013 | hit rate 0.079% among 360,000; further: potency means the concentration at half of the fitted maximal effect; nearly all actives have a fitted effect of over 50% in size
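In this primary screen, activation is scored as increased exchange of BODIPY-GDP from Rap1B by 100 nM EPAC2, with 50 uM GDP as competitor. Signal is normalized to the 6.5 mM cAMP agonist control.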
EPAC1 antag – qHTS for Antagonist of cAMP-regulated guanine nucleotide exchange factor 3 (EPAC1): primary screen | Rap guanine nucleotide exchange factor 3 (Homo sapiens), O95398 | EPAC1 GEF assay, Rap1b-BODIPY-GDP exchange fluorescence | Potency, µM (highest dose often 115 µM), for inactives: top-dose activity change, negative = inhibition, most hits filed as inhibitors | hit rate 0.14% among 360,000 | AID 720709, 2013;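 further: potency means the concentration at half of the fitted maximal effect; plate controls were vehicle for no effect and positive control for full effect; nearly all actives have a fitted effect of over 50% in size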
PI5P4K alpha inh – qHTS for Inhibitors of phosphatidylinositol 5-phosphate 4-kinase (PI5P4K). PI5P4Kalpha enzyme, ADP-Glo luminescence, 60 min; stronger effect = lower value. AID 652105, 2013. max response, %. hit rate 1.2% among 330,000; active means max response of -50% or lower; inconclusive means between -30% and -50%; inactive means -30% or higher; further: value at the top dose of about 77 µM; on the % scale 0 is the no-effect control and ±100 the full control effect
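PI5P4Kalpha ADP-Glo assay; 5 microM ATP final; 60 min RT reaction; HEPES pH 7.4/EGTA/CHAPS, 5% DMSO; controls lacking substrate or enzyme; luminescent end-point.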
The depositor's hits bear a star; ? = inconclusive; nt = no result given; [ ] = dose if it differs, or a comment. Unless noted, the call rests on the fitted dose curve; in most records, active means well fitted curve in the direction sought with a large enough effect; inconclusive means small, poorly fitted or top-dose-only effect, or another doubt; inactive means no such curve, though single readings can be large; an effect the other way counts as inactive or inconclusive. The list is partial. The share of hits here may be higher or lower than overall.

SMILES	IL-2 act	EPAC1 agonist	PLK1 PBD block	CCT chaperon mod	WRN helicase inh	EPAC2 agonist	EPAC1 antag	PI5P4K alpha inh
C=CCC[C@H](Cc1ccc(F)cc1)C(=O)OC[C@@H](Cc1c[nH]c2ccccc12)NC(=O)[C@H](CC=C)CC(=O)N(CCO)Cc1ccccc1	-0.6	-11%	-2%	-0.4	6%	2%	3%	3
Cc1ccc(OCC(=O)Nc2ccc(S(=O)(=O)N3CCN(C)CC3)cc2)cc1	-1.8	3%	-6%	0.0	4%	4%	17%	-1
O=C(c1ccccc1F)N1CCN(c2ncccn2)CC1	-1.2	8%	1%	1.4	4%	2%	-5%	6
O=C(O)CCn1c(=S)n(CCC(=O)O)c2ccccc21	1.2	9%	4%	0.3	3%	13%	-6%	-5
COc1cc2ccccc2cc1C(=O)NC(=S)Nc1cccc(C(=O)O)c1C	2.0	6%	?	0.1	-20%	8%	-11%	-10
CCOc1ccccc1C1NC(=O)NC(C)=C1C(=O)OC1CCCCC1 (stereo not given)	1.4	10%	1%	1.2	-10%[57.1 µM]	-9%	-9%	nt
O=C(CCN1C(=O)/C(=C/c2ccccc2F)SC1=S)Nc1ccccn1	1.6	-11%	-3%	-1.3	-6%	-6%	5%	-2
O=C(CNC(=S)N(Cc1ccccc1)Cc1cccnc1)NCCc1ccccc1	-3.8	-1%	-6%	1.6	1%	-2%	-2%	-8
O=C(c1cccc([N+](=O)[O-])c1)N1CCc2ccccc21	0.7	-1%	-5%	-3.2	11%	-5%	-21%	-4
CCN(CCCNC(=O)CN1C(=O)COc2ccc(S(=O)(=O)N3CCC(C)CC3)cc21)Cc1ccccc1	-3.9	1%	-16%	-0.6	13%	9%	?	0
CCOC(=O)/C=C/C(=O)OCC(=O)Nc1ccc(Cl)cn1	0.5	8%	-15%	2.4	-35%	0%[15.6 µM]	1%	-6
O=C(COC(=O)c1ccco1)Nc1ccc2c(c1)OCCO2	-0.1	3%	-1%	0.7	3%	8%	3%	-20
CCOC(=O)N/N=C/c1c[nH]c2ccccc12	0.7	6%	1%	-2.3	-7%	4%	7%	0
CSc1ncc(Cl)c(C(=O)Nc2ccccc2C)n1	2.4	16%	3%	-3.4	-4%	16%	-5%	-6
Cc1ccc(-c2csc(C(C#N)=C(O)CN3CCN(C(=O)c4ccco4)CC3)n2)cc1	-0.4	-4%	-5%	-1.4	?	4%	5%	?
O=C(NC1CCN(C(=O)Nc2cccc(Cl)c2)CC1)c1ccccc1	0.4	-3%	-1%	0.5	3%	2%	-18%	3
O=C(O)c1cccc(CSc2nnc(Cc3ccccc3)o2)c1	0.1	-5%	-11%	-0.8	-8%	8%	29%	nt
CCOC(=O)c1ccc(CSC(=N)N)o1	-2.1	-1%	-8%	-1.0	-10%	9%	15%	1
CNC(=S)N1CCN(c2ccccn2)CC1	4.0	3%	-3%	0.8	1%	11%	2%	4
CC(C)NC(=O)C1(N2C(=O)c3ccccc3C2=O)CCCC1	0.6	9%	-1%	2.3	-20%	4%	-1%	6
Cc1ccccc1-c1cc(C(=O)NCc2cccc(Br)c2)n(CC2CC(c3cccnc3)=NO2)n1 (stereo not given)	1.0	-16%	-8%	-1.0	-5%	1%	-7%	3
CCOC(=O)C1=C(C)NC(C)=C(C(=O)OCC)C1C(=O)OCC(=O)N1CC(C)OC(C)C1 (stereo not given)	-0.1	-6%	4%	0.1	9%	-4%	21%	6
CCCOc1ccc(NC(=O)CC2C(=O)N(CC)C(=S)N2CCCN2CCN(Cc3ccccc3)CC2)cc1 (stereo not given)	-5.3	-12%	1%	1.7	2%	-7%	-5%	21
Cc1onc(-c2ccccc2)c1C(=O)NCc1cccs1	-1.9	6%	-8%	-2.2	0%	5%	4%	-3
O=C(COc1cccc(F)c1)Oc1ccc(C(=O)c2ccccc2)cc1	0.2	-9%	-29%	1.6	-27%	0%	-18%	2
Cc1ccc(NC(=O)CN(c2ccccc2F)S(C)(=O)=O)cc1	0.0	4%	2%	3.7	-9%	-5%	-2%	4
Cc1ccc(C(=O)N/N=C\c2cccc(OC(=O)c3cccc(F)c3)c2)cn1	-1.0	-1%	0%	0.1	7%[57.1 µM]	5%	-14%	4
Cc1cc(NC(=O)c2ccc3nc(C)sc3c2)no1	19	0%	-4%	1.8	-12%	-1%	-18%	nt
Cc1cc(NC(=O)COC(=O)CCCOc2ccc(Cl)cc2C)no1	-0.5	-1%	-20%	1.7	-7%	5%	-7%	1
Cc1cc(C)cc(NC(=O)CCCCCN2C(=O)[C@@H]3Cc4ccccc4CN3C2=O)c1	-0.8	0%	-2%	1.2	1%	9%	5%	9
Cc1cc(C)cc(OCC(=O)OCC(=O)Nc2cc(S(=O)(=O)N3CCOCC3)ccc2Cl)c1	-3.9	6%	-13%	-2.0	?	3%	-13%	2
CC1CCN(S(=O)(=O)N2CCC(C(=O)NCc3cccnc3)CC2)CC1	-3.7	2%	-1%	0.8	-1%	3%	2%	1
Cc1ccc(S(=O)(=O)Nc2nc3ccccc3nc2Nc2cccc(S(=O)(=O)N3CCCC3)c2)cc1	5.6	13%	27µM*	0.3	?	12%	-35%	0
CN(C)c1ccc(-c2nc3n(n2)C(c2cccnc2)C2=C(CC(C)(C)CC2=O)N3)cc1 (stereo not given)	-0.5	3%	-19%	-1.1	2%	13%	-13%	1
CC(CC(=O)N1CCN(c2ccccc2)CC1)S(=O)(=O)c1ccc2c(c1)NC(=O)CS2 (stereo not given)	-3.2	5%	-8%	-4.4	5%	-5%	-8%	-2
COc1ccc(C2C(C)C(=O)C(C)C(c3ccc(OC)cc3)N2N=O)cc1 (stereo not given)	9.4	-5%	-6%	0.5	6%	9%	-7%	1
N/C(=N\OC(=O)CN1C(=O)c2ccccc2C1=O)c1ccc(Br)cc1	-0.6	-1%	-11%	-1.4	4%	3%	1%	-1
CC(C)N(C(=O)CSc1nc2ccccc2n1Cc1ccccc1F)C(C)C	-0.5	3%	-29%	-1.5	-15%	15%	-11%	2
O=C(CN1C(=O)CCC1=O)Nc1ccc(Br)cc1	-0.6	0%	-1%	-0.4	9%	1%	-1%	nt
CCCN(CC(=O)Nc1ccccc1C)C(=O)c1ccc(COc2ccccc2)cc1	-4.1	3%	-6%	-0.9	-33%	13%	-9%	3
COCCNC(=O)C1c2ccccc2C(=O)N(CCOC)C1c1ccc(F)cc1 (stereo not given)	0.5	2%	-3%	-0.9	-1%	8%	-1%	-1
CCOC(=O)c1ccc(NC(=O)c2nc(S(=O)(=O)Cc3ccccc3)ncc2Cl)cc1	-3.4	-16%	12µM*	-0.2	-13%	-1%	?	-15
CC(=O)/C(=N\Nc1ccccc1Cl)Sc1cccc2cccnc12	-4.8	21%	-29%	-0.4	-5%	12%	-19%	-6
CC(C)CNC(=O)C(=O)NCc1ccccc1	2.0	-7%	1%	2.9	-9%	1%	-24%	-1
Cc1ccc(-n2c(NN)nc3ccccc3c2=O)c(C)c1	3.3	5%	-3%	-0.6	-11%	-2%	4%	1
CC(=O)Nc1ccccc1C(=O)C(=O)Nc1ccc(Cl)cc1	0.5	-7%	5%	-2.4	0%	-1%	-15%	-5
O=C(c1cccc(NS(=O)(=O)c2cccc(F)c2)c1)N1CCN(c2ccccc2)CC1	1.1	-4%	-3%	-1.0	-6%	5%	-3%	3
Cc1ccc(-c2nn(CC(=O)Nc3cccnc3)c(=O)c3ccccc23)cc1	0.3	4%	-2%	1.3	1%	2%	-9%	12

Profiles as entered above. Order of values: IL-2 act	EPAC1 agonist	PLK1 PBD block	CCT chaperon mod	WRN helicase inh	EPAC2 agonist	EPAC1 antag	PI5P4K alpha inh
O=C(CN1C(=O)CCC1=O)Nc1ccc(Br)cc1 reads -0.6	0%	-1%	-0.4	9%	1%	-1%	nt
CCOC(=O)c1ccc(NC(=O)c2nc(S(=O)(=O)Cc3ccccc3)ncc2Cl)cc1 reads -3.4	-16%	12µM*	-0.2	-13%	-1%	?	-15

The listing continues.
SMILES	IL-2 act	EPAC1 agonist	PLK1 PBD block	CCT chaperon mod	WRN helicase inh	EPAC2 agonist	EPAC1 antag	PI5P4K alpha inh
O=C(CSc1ncn(-c2ccccc2)n1)N1CCc2ccccc21	-2.2	-15%	-23%	0.1	0%	-1%	-5%	-20
O=C(c1ccccc1)c1ccc(N2CCN(C(=O)c3cccc(F)c3F)CC2)c(F)c1	-4.3	-8%	2%	1.8	-2%	8%	10%	-1
CC(=O)c1cccc(OC(=O)c2ccc3c(=O)n4c(nc3c2)CCC4)c1	-2.7	6%	4%	1.8	2%	5%	-6%	2
CCc1noc(C)c1C(=O)OCC(=O)Nc1cccc(C)c1	-1.1	7%	-21%	-5.2	-14%	-1%	-7%	3
CC(C)NS(=O)(=O)c1ccc(OCC(=O)NCc2ccco2)cc1	0.3	5%	-9%	3.1	-7%	12%	?	4
O=C(Nc1ccc(Cl)cc1)[C@@H]1[C@@H]2C(=O)N(c3cccc(F)c3)C(=O)[C@@H]2[C@H]2C=CC=NN21	-0.3	1%	-15%	-0.8	-26%	12%	-2%	?
O=C(COC(=O)Cc1ccc(Cl)cc1)NCc1cccs1	-0.8	-18%	-5%	-0.7	6%	5%	-1%	2
CCOC(=O)c1nc(-c2ccccc2)oc1N1CCOCC1	-4.0	-3%	-3%	-6.3	7%	3%	13%	-6
COc1ccc(CNCCC(c2ccc(OC(C)C)cc2)c2ccccc2OC)cc1OC (stereo not given)	-4.3	11%	4%	-2.9	-6%	-1%	-3%	26
Cc1ncc(CO)c(/C=N/N=C/c2ccccc2O)c1O	1.0	-5%	-2%	-0.8	5%	2%	-12%	0
Cc1cncc(N2CCN(c3ccccn3)CC2)n1	0.2	0%	-1%	0.7	-3%	7%	-13%	1
CCCCNC(=O)c1c(CSc2ccc(Cl)cc2)noc1C(=O)NCCC	-0.4	-26%	-5%	-1.1	-3%	6%	-22%	-1
COc1ccc(CCN2C(=O)CC(NNc3ccc([N+](=O)[O-])cc3)C2=O)cc1OC (stereo not given)	-3.9	-4%	?	-1.2	-1%	2%	-5%	1
